# Screens: PubChem, several laboratories
# Dengue-2 NS5 capping = Dengue-2 NS5 methyltransferase inhibitors, primary screen, biochemical, confirmation dose response (AID 588689); Dengue-2 NS5 methyltransferase capping enzyme assay, biochemical; higher % means a stronger effect; inhibition, % at 25 µM; hits with a dose series show IC50 in µM; 340,000 tested, 0.3% active; in the data active = a potency from the dose series; inconclusive = inhibition above about 29% without an active follow-up result
# UTI89 phage lysis = protection from phage-mediated lysis, alamar blue read-out – E. coli UTI89, K1F phage, bacterial capsule biogenesis inhibitors (AID 488966) | 340,000 tested, 0.02% active | E. coli UTI89 K1F phage lysis, alamar blue, 2 h; higher % means a stronger effect | inhibition, % at 100 µM, or IC50 in µM where a hit was titrated;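 active = phage lysis inhibition, versus mean bacterial control, above a set limit; inconclusive = no clear call, values can overlap the other calls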;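 note: capsule biogenesis inhibitors block K1F phage lysis so surviving cells raise fluorescence; higher fluorescence means more inhibition of phage lysis; actives were called in the ten point dose series up to 300 µM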
# GPR55 LPI antagonism = GPR55 antagonists blocking LPI-driven arrestin recruitment, primary screen, imaging, U2OS, beta-arrestin-GFP, LPI agonist (AID 2013) | U2OS GPR55 beta-arrestin-GFP translocation imaging, LPI antagonism; higher % means a stronger effect | inhibition, % at 10 µM; hits with a dose series show IC50 in µM | 290,000 tested, 0.13% active;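 active = spots per cell inhibited over 60%, with over 100 cells counted and total cytoplasm intensity under 500,000; inconclusive = wells with under 100 cells, flagged as likely toxic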;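 note: U2OS cells stably carrying GPR55 and arrestin-GFP stimulated by 5 µM LPI near EC80; imaged beta-arrestin-GFP aggregate spots per cell after agonist stimulation; plate controls were LPI-stimulated DMSO wells for no effect and DMSO wells without LPI for full effect; some results filed as inactive read as strong as hits; confirmed hits need IC50 under 10 µM and bright autofluorescent wells are also inconclusive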
# GPR35 antagonists = inhibition of zaprinast-stimulated GPR35 beta-arrestin translocation – imaging, U2OS, beta-arrestin-GFP, zaprinast agonist, primary screen (AID 2058) | 290,000 tested, 0.052% active | inhibition, % at 10 µM, or IC50 in µM where a hit was titrated | U2OS GPR35 beta-arrestin-GFP translocation imaging, zaprinast antagonism; higher % means a stronger effect;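 active = inhibition of at least 50% with at least 30 cells and total cytoplasm GFP at most 10,000,000; inconclusive = under 30 cells or total GFP of 10,000,000 plus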
# HIV peptide binding = inhibitors of HIV fusion peptide binding, primary screen, biochemical, uHTS, fluorescence dequenching (AID 1986) | cell-free peptide binding, fluorescence dequenching, 30 min; higher % means a stronger effect | inhibition, % at 20 µM; hits with a dose series show IC50 in µM | 290,000 tested, 0.3% active; in the data active = inhibition mostly above about 52%, no sharp cut-off; inactive = mostly below about 76%; note: some results filed as inactive read as strong as hits
# MgcRacGAP inhibition = MgcRacGAP GTPase-activating activity inhibitors, confirmation, biochemical, ADP Hunter fluorescence | MgcRacGAP-stimulated Rac1 GTP hydrolysis, ADP Hunter fluorescence; higher % means a stronger effect; GST-tagged Rac1 F28L mutant substrate | one-dose inhibition, % at 30 µM; IC50 in µM for titrated hits | 340,000 tested, 0.6% active;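 active = first-screen hits whose inhibition reached a set limit at any dose in the follow-up dose series; inconclusive = inhibition above the set first-screen limit but never retested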;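 note: fluorescence reports GDP produced by GAP-driven GTP hydrolysis; strong numbers were not always called active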
# RSV CPE inhibition = RSV antiviral activity via CPE protection, HEp-2 cells, primary 10 µM value included (AID 2391); HEp-2 cells, RSV-induced CPE inhibition; higher % means a stronger effect; CPE inhibition, % at 10 µM, or IC50 in µM where a hit was titrated; 310,000 tested, 0.13% active; in the data active = a potency from the dose series; inconclusive = CPE inhibition mostly from about 23% at the one dose, without a potency; inactive = the rest, 99 in 100 with CPE inhibition below about 21%; note: strong numbers were not always called active
# Salmonella PhoP GFP = PhoP-dependent GFP reporter repression – Salmonella Typhimurium, primary screen (AID 1863); S. Typhimurium PhoP-regulated promoter GFP reporter, 4 h; higher % means a stronger effect; inhibition, % at 50 µM; hits with a dose series show IC50 in µM; 300,000 tested, 0.16% active;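 active = inhibition over 29.93%, a cutoff 3 SD above the screen mean, later confirmed by dose response; inconclusive = inhibition over 29.93% but no dose response follow-up; inactive = inhibition at most 29.93% or unconfirmed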;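 note: 0% = low Mg2+ inducing control and 100% = high Mg2+ repressing control; strong numbers were not always called active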
# SV40 large T antigen = SV40 large T antigen inhibitors, biochemical (AID 1903); SV40 large T antigen ATPase/helicase inhibition assay; higher % means a stronger effect; inhibition, % at 20 µM; hits with a dose series show IC50 in µM; 310,000 tested, 0.39% active; in the data active = a potency from the dose series; inconclusive = inhibition mostly from about 32% at the one dose, without a potency; inactive = the rest, 99 in 100 with inhibition below about 32%; note: strong numbers were not always called active
# Dengue-2 NS5 capping pilot replicate = also measured in Dengue-2 NS5 capping; calls as there; inhibition, %; measured here: pilot screen replicate inhibition
# Starred values were filed as active, the others as inactive; ? = inconclusive; / = no result given; [ ] = remark or other dose.
SMILES,Dengue-2 NS5 capping,UTI89 phage lysis,GPR55 LPI antagonism,GPR35 antagonists,HIV peptide binding,MgcRacGAP inhibition,RSV CPE inhibition,Salmonella PhoP GFP,SV40 large T antigen,others
CCOc1ccc(NC(=O)C(C)Oc2ccccc2C(=O)Nc2cccc(Cl)c2Cl)cc1 (configuration not stated),-8%,-2.4%,-4%,12%,2.3%,5%,-0.2%,11%,5%,
OC1(c2ccccc2)C/C(=N\n2cnnc2)C=C1c1ccccc1 (configuration not stated),1%,-0.1%,-2%,7%,0.6%,12%,-0.1%,0%,1%,
O=C(OCC(=O)N1CCOCC1)c1cccc(F)c1,-8%,1.1%,2%,9%,-0.9%,-1%,1.0%,3%,-4%,
COc1cc(CNn2nnnc2N)ccc1OCc1c(Cl)cccc1Cl,-3%,0.0%,26%,1%,-4.0%,3%,0.1%,10%,15%,
Cc1nn(Cc2ccccc2)c(C)c1/C=N/NC(=O)c1ccncc1,3%,0.5%,14%,-13%,-0.6%,6%,1.7%,-4%,18%,
Cc1ccc(NC(=O)CCCCCC2NC(=O)NC2C)cc1 (configuration not stated),-3%,-0.9%,2%,-5%,-0.5%,10%,1.3%,3%,-2%,
COc1ccc(/C=C2/SC(=O)N(CCNC(=O)C3COc4ccccc4O3)C2=O)cc1 (configuration not stated),-3%,1.3%[50 µM],-3%,9%,-0.4%,1%,1.1%,1%,4%,
Cc1ccc(C(=O)OCC(=O)NNC(=O)COc2ccc(Cl)cc2)c(O)c1,6%,0.4%[50 µM],/,/,/,7%,-0.7%,1%,1%,
CCc1nnc(NC(=O)CSc2nnc(C(C)NC(=O)c3ccccc3)n2C)s1 (configuration not stated),-1%,0.1%,-7%,-1%,-2.1%,-5%,1.0%,-4%,-3%,
CCOC(=O)c1ccc(N2C(=O)c3n[nH]c(C)c3C2c2ccc(OC)cc2)cc1 (configuration not stated),-8%,1.9%,-2%,-2%,-0.3%,6%,3.9%,2%,17%,
C=CCN1C=C2C(=O)C(C)(OC(=O)CCc3ccccc3)C(=O)C=C2C=C1c1ccc(C#N)cc1 (configuration not stated),3%,0.1%,-8%,-16%,9.0%,-4%,-1.7%,1%,5%,
CN(C)C(=O)C[n+]1ccc(C(N)=O)cc1,-4%,0.0%,-7%,2%,0.6%,0%,-0.5%,-3%,19%,
O=C(NCCc1ccccn1)c1ccc2nc(Cc3ccccc3F)oc2c1,6%,0.7%,-8%,7%,1.1%,2%,1.5%,3%,0%,
CC(NC(=O)c1cccc(OC2CCN(C3CCN(C)CC3)CC2)c1)c1ccccc1 (configuration not stated),-1%,0.1%,7%,-28%,0.1%,7%,-2.2%,-7%,6%,
Cc1ccc(NC(=O)c2cccnc2)cc1S(=O)(=O)N(C)C,-2%,0.4%,4%,3%,-1.7%,-1%,-0.3%,1%,2%,
Cn1c(=O)cc(SCC(=O)N2CCCC2)c2ccc(Cl)cc21,-3%,0.2%,32%,7%,-2.1%,0%,4.0%,3%,2%,
COc1ccc(Cc2nnc(NS(=O)(=O)c3ccc(Cl)cc3)s2)cc1OC,-1%,-3.4%,15%,4%,15%,2%,-0.1%,-6%,5%,
S=C(NCc1ccc(Cl)cc1)NCc1ccccn1,-9%,0.1%,12%,-7%,-1.3%,6%,0.9%,1%,7%,
Cc1nc([N+](=O)[O-])c(Sc2nc3ccc([N+](=O)[O-])cc3[nH]2)n1Cc1ccccc1,-3%,-0.3%,1%,7%,-2.3%,10%,42%,14%,6%,
Cc1ccc(-n2cc(C(=O)c3ccccc3O)cn2)cc1,-6%,0.1%,-2%,-2%,-2.9%,1%,1.9%,7%,-3%,
COc1ccc(S(=O)(=O)N2CCCC2C(=O)Nc2ccc(C(C)=O)cc2)cc1 (configuration not stated),-6%,1.1%,-2%,8%,-3.2%,7%,1.0%,6%,6%,
CC1(C)CC(=O)C(C=NCCN2CCN(C3CC(=O)N(c4ccc(Br)cc4)C3=O)CC2)=C(O)C1 (configuration not stated),/,/,3%,1%,-0.2%,/,0.4%,2%,-4%,
S=C(c1ccc2c(c1)OCO2)N1CCOCC1,-5%,0.5%,0%,5%,-1.6%,13%,1.8%,0%,13%,
COc1ccc(NS(=O)(=O)c2cc(NC(=O)C3CCCO3)ccc2N2CCCC2)cc1 (configuration not stated),1%,0.0%,-11%,-18%,-1.5%,4%,1.5%,0%,11%,
O=C1CCCC(O)=C1N=Nc1ccc(C(=O)O)cc1,27%,-0.8%[50 µM],12%,7%,27%,27%,1.8%,-14%,52%,
CCOC(=O)c1[nH]c2ccc(Cl)cc2c1-c1ccccc1,-3%,1.4%,9%,10%,-2.3%,7%,-0.5%,5%,1%,
COc1ccc(C(=O)CSc2nnc(-c3ccco3)c(-c3ccco3)n2)cc1,65%,0.0%,5%,1%,57%,26%,/,1%,8%,
O=C(Cc1ccc(F)cc1)Nc1cccc(-c2ccc3nncn3n2)c1,1%,0.0%,6%,-7%,-0.5%,13%,5.7%,0%,14%,
c1ccc2c(c1)Cn1nc(Cc3nc4c(s3)CCCC4)nc1-2,4%,-0.4%,4%,17%,-3.7%,14%,2.6%,8%,4%,
O=C(NCC(c1cccnc1)N1CCN(c2ccc(F)cc2)CC1)c1ccco1 (configuration not stated),-3%,0.7%,0%,-4%,-0.7%,3%,1.4%,-1%,12%,
CCC(C)NC(=O)C1CCN(S(=O)(=O)N2CCOCC2)CC1 (configuration not stated),-5%,0.1%,5%,-12%,-2.6%,-4%,-1.4%,-2%,5%,
O=C(CCN1C(=O)C2CCCCC2C1=O)Nc1nc(-c2ccc(F)c(F)c2)cs1 (configuration not stated),-5%,-0.5%,4%,3%,-1.0%,9%,3.2%,7%,10%,
Cc1ccc(S(=O)(=O)N2CCC(=O)N(CCOC(=O)Nc3ccc(F)cc3)CC2)cc1,-6%,0.8%,-13%,-5%,-1.4%,2%,-0.6%,5%,8%,
Cn1nc(-c2ccc(N3CCOCC3)c(NS(=O)(=O)c3ccc(Cl)cc3)c2)c2ccccc2c1=O,-6%,0.4%,-19%,-6%,2.0%,14%,-0.5%,7%,-1%,
O=S(=O)(Nc1ccc(Br)cn1)c1cccs1,-3%,-0.3%,7%,-13%,3.3%,2%,-0.3%,-2%,12%,
N#Cc1c(N)nc2c(c1-c1ccc(F)cc1)CCC2,11%,0.0%,5%,5%,-0.3%,12%,12%,-4%,11%,
Cc1nn(-c2ccccc2)c(Cl)c1/C=N/NC(=O)c1ccccc1F,0%,0.1%,0%,6%,0.4%,8%,-2.2%,-5%,17%,
O=S(=O)(Nc1ccccc1Cl)c1ccc(NS(=O)(=O)c2cccs2)cc1,-2%,0.7%,6%,-4%,7.0%,-1%,2.9%,-9%,9%,
COc1ccc(-c2cc(C)no2)cc1S(=O)(=O)N1CCN(C(=O)c2ccco2)CC1,5%,0.0%,-5%,6%,0.4%,7%,2.6%,-8%,7%,
CCn1nc(C)cc1C(=O)Sc1cccc(Cl)c1,-29%,-0.7%,5%,7%,1.8%,21%,/,-13%,11%,
NS(=O)(=O)c1ccc(CCNC(=O)c2cccnc2)cc1,1%,6.1%,8%,-3%,0.0%,9%,-0.4%,10%,-4%,
CN1C=CC(=CC=C2C=CC(=O)C=C2)C=C1,-27%,0.3%,11%,3%,4.8%,18µM*,-0.6%,1%,31%,
N#C/C(=C/c1ccc(O)c(O)c1)C(=O)NCc1ccc(Cl)cc1,-27%,0.6%,8%,-5%,28%,35µM*,3.6%,2%,35%,
CCOc1ccc(OCCn2c(SCC(=O)O)nc3ccccc32)cc1,-5%,-0.1%,0%,-8%,5.3%,-2%,-0.2%,-6%,6%,
Cc1ccc(CN(C(=O)c2c(F)cccc2F)C2CC(C)(C)NC(C)(C)C2)o1,6%,-0.2%,-1%,0%,4.8%,7%,-0.7%,1%,17%,
Cc1nc(NCc2ccco2)c(C#N)c2c1COC(C)(C)C2,12%,0.1%,6%,-7%,-2.1%,3%,5.0%,-14%,2%,
Cc1ccc(OCC(=O)Nc2ccc(S(=O)(=O)N3CCOCC3)cc2)c(Br)c1,-6%,-1.1%[50 µM],1%,3%,0.4%,-3%,1.6%,-7%,4%,
O=C(CCn1ccnc1)Nc1ccc2ccccc2c1,4%,0.1%,0%,-1%,-0.2%,12%,0.6%,2%,2%,
Cc1cc(C)c(C)c(S(=O)(=O)N2CCC(C(=O)NCCCN3CCOCC3)CC2)c1C,1%,0.4%[50 µM],/,/,/,10%,-0.9%,/,/,
CC(=O)Nc1ccc(S(=O)(=O)NCCSCc2ccc(Cl)cc2Cl)cc1,-2%,-0.1%,7%,8%,0.8%,5%,4.8%,1%,-1%,
O=c1c2ccccc2nnn1CSc1ccc2c(c1)OCCO2,-7%,-0.2%,-6%,-8%,2.1%,7%,?,-2%,13%,
O=C1C=C(c2ccc3c(c2)OCO3)CCC1,-2%,0.3%,/,/,/,4%,1.0%,/,6%,
CS(=O)(=O)c1nc(S(=O)(=O)c2ccc(Cl)cc2)c(N2CCOCC2)s1,2%,0.2%,1%,6%,0.7%,6%,1.1%,-5%,7%,
Cc1cc(C)cc(N2CC(C(=O)OCC(=O)Nc3cc(C)on3)CC2=O)c1 (configuration not stated),1%,-0.1%,-5%,14%,-1.8%,11%,1.1%,-1%,10%,
COc1ccc(CN2CCNC(=O)C2CC(=O)NC2CCCCCCC2)cc1OC (configuration not stated),-5%,0.0%,1%,-3%,-0.7%,13%,0.4%,0%,10%,
O=C(Nc1ccccc1-c1ccccc1)c1ccccc1Br,3%,0.1%,-4%,-2%,-1.0%,15%,2.8%,-2%,7%,Dengue-2 NS5 capping pilot replicate=-2.7
COc1ccc(S(=O)(=O)N(C)C)cc1NC(=O)c1ccc(OCC(=O)N2CCOCC2)c(OC)c1,4%,1.2%[50 µM],/,/,/,2%,-0.2%,-8%,12%,

# Outcome played no part in choosing rows. Share with any hit: about 1.5%.
